Screening results: PubChem BioAssay, National Center for Advancing Translational Sciences (NCATS)
PTHR1 agonist – PTHR1 (human) receptor agonism; Q03431; HEK293 GP2 PTHR1 cells, GloSensor cAMP luminescence, 1 h; Potency, µM (highest dose often 115 µM), without a hit: top-dose activation, most hits filed as activators; actives 0.075% (n = 410,000); further: nearly all actives have a fitted effect of over 55% in size; some results filed as inactive show a strong effect at the top dose; inactives centre near -15; many of its hits are not listed in these tables
Target sequence (Q03431 whole entry, looked up): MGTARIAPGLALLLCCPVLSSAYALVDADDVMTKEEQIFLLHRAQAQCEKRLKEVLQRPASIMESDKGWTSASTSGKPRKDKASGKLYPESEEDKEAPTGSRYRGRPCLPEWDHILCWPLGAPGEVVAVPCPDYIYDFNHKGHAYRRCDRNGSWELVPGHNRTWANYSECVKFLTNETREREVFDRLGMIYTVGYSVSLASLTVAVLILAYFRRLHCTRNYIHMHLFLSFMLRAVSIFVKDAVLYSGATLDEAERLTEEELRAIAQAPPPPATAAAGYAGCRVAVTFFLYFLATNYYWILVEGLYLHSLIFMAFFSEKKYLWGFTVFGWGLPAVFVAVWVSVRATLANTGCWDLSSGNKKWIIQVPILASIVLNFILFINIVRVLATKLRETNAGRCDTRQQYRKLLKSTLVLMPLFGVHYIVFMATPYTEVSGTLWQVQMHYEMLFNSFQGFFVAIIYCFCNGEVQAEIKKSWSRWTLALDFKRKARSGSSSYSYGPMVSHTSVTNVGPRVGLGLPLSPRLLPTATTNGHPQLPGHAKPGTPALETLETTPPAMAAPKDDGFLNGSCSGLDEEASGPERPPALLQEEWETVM
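HEK-293-derived GP2 cells expressing PTHR1 and a GloSensor cAMP reporter, 3,000/well, plated overnight, given luciferin plus IBMX (each 0.5 mM as added) for 1 h at 37 °C, then compound for 1 h at 37 °C. Luminescence was read after 15 min at room temperature.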
TDP43 rescue – TDP-43 toxicity inhibition in yeast. TDP-43 expressing yeast growth rescue, BacTiter-Glo, 24 h. AID 652104. actives 1.8% (n = 410,000). Potency, µM (series often up to 46.1 µM), for inactives: top-dose growth rescue (activation), hits mostly activators; further: % of control where 0% means no effect; nearly all actives have a fitted effect of over 50% in size
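Galactose-induced TDP-43 yeast, OD600=0.02, compound pinned; 24 hr, 30 deg C; BacTiter-Glo luminescence for growth. Inhibitors of TDP-43 toxicity read as activators.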
FUS yeast rescue – FUS proteinopathy suppression in yeast; S. cerevisiae FUS-expressing, growth rescue, OD600, 24 h; Potency, µM (series often up to 76.6 µM), for inactives: at the top dose growth rescue (activation), usual class: activators; actives 0.24% (n = 390,000);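 further: plate controls were DMSO vehicle for no effect and reference control for full effect; nearly all actives have a fitted effect of over 55% in size; some results filed as inactive show a strong effect at the top dose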
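Steps: raffinose overnight preculture; dilution to OD 0.005 in 2% galactose minimal medium; compound addition (concentration series); 24hr at 30C, 99% humidity; absorbance read at 600 nm.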
The depositor's hits bear a star; i = inactive; u = inconclusive; [ ] = remark or other dose. The call rests on the fitted dose curve; in most records, active means well fitted curve in the direction sought with a large enough effect; inconclusive means small, poorly fitted or top-dose-only effect, or another doubt; inactive means no such curve, though single readings can be large; an effect the other way counts as inactive or inconclusive. Potency means the concentration at half of the fitted maximal effect. Only part of the results is shown, so the mix of outcomes need not match the whole.

SMILES | PTHR1 agonist | TDP43 rescue | FUS yeast rescue
CCOC(=O)COc1ccc(C)cc1C(=O)c1ccn2nc(-c3ccc(C)cc3)cc2n1 | -5.0% | 9.5% | 18.0%
CC1CCN(c2nc3ccc(C(=O)NCc4ccc(Cl)cc4)cc3s2)CC1 | -19.3% | 12.6% | 19.1%
O=C(Cn1c(=O)n(Cc2ccc(C(=O)NCc3ccccc3Cl)cc2)c(=O)c2ccccc21)Nc1ccc(F)cc1 | 11.6% | -19.3% | -17.7%
COc1cccc(NC(=O)C2CCN(c3nnc(C)c4c(C)n(-c5ccccc5)nc34)CC2)c1 | -29.4% | -14.2% | 18.7%
CC(=O)N1CCC(N(Cc2ccc(C)o2)C(=O)Nc2cccc(C(F)(F)F)c2)CC1 | -20.5% | 7.2% | 23.2%
COc1ccc(-n2c(=O)c3c4c(sc3n(Cc3c(F)cccc3Cl)c2=O)CN(C(C)=O)CC4)cc1OC | -21.2% | u | -0.8%
CCOc1ccc2nc(C)cc(Nc3ccccc3OCC)c2c1 | i | 1.2% | 0.1%
COc1ccc(CNC(=O)CN(c2cc(C(F)(F)F)ccc2Cl)S(C)(=O)=O)cc1 | -3.2% | 12.2% | 11.1%
Cc1ccc2nc(N3CCN(c4ccccc4F)CC3)c3nnnn3c2c1 | -17.0% | 4.1% | -6.7%
Cc1ccccc1C(=O)NCC(c1cccnc1)N1CCc2ccccc21 (stereo not drawn) | 7.5% | 9.9% | u
COC(=O)c1ccccc1NC(=O)CCc1c(C)nc2c(c(C)nn2-c2ccccc2)c1C | -20.4% | 8.8% | -20.4%
COc1ccc(CCNc2nc3c(-c4cccc(C(F)(F)F)c4)nnn3c3ccccc23)cc1OC | i | u | -25.0%
COc1cc2oc(=O)c(CC(=O)NCCc3ccccc3F)c(C)c2cc1OC | -3.9% | 24.6% | -4.5%
CCOC(=O)c1ccc(NC(=O)CCC(=O)N2CCSc3ccccc32)cc1 | -24.5% | 1.4% | -10.9%
Cc1ccc(CN(C(=O)c2ccccc2F)c2ccccn2)o1 | i | 2.9% | 25.8%
Cc1ccc(S(=O)(=O)C(CNC(=O)C(=O)NCc2ccccc2C)c2cccs2)cc1 (stereo not drawn) | -9.7% | 12.9% | 44.0%
Cc1ccccc1Cn1c(=O)n(CCCCCC(=O)NCc2ccc3c(c2)OCO3)c(=O)c2sccc21 | -0.3% | 6.0% | -16.4%
COc1cc(C2NC(=O)c3c(sc4c3CCN(C)C4)N2)cc(OC)c1OC (stereo not drawn) | i | 30.2% | 20.7%
COc1ccccc1CNC(=O)Cn1ncc2c(C)n(Cc3ccccc3Cl)c(C)c2c1=O | -87.7%[inhibitor] | 27.5% | 14.3%
COc1ccc(NC(=O)c2ccco2)cc1NC(=O)c1ccc(OC(C)C)cc1 | -15.1% | 14.1µM* | u
Cc1ccc(NC(=O)CCn2nc(C)c(S(=O)(=O)N3CCCCC3)c2C)cc1Cl | -16.7% | 5.3% | 34.6%
O=C(Nc1cccc(Cl)c1)C1CCN(S(=O)(=O)Cc2ccccc2)CC1 | i | 16.6% | -10.1%
Cc1cc(C)c2c(n1)SCC(=O)N2CC(=O)Nc1ccccc1C | i | 20.2% | 15.3%
CCOc1ccc(CNC(=O)C2CCCN(S(=O)(=O)c3ccc4c(ccn4C)c3)C2)cc1 (stereo not drawn) | i | 22.0% | 19.1%
Oc1ccc(NCc2ccccc2OCc2ccccc2Cl)cc1 | -15.1% | -9.4% | 27.5%

3 of these compounds in another layout:
Order of results – PTHR1 agonist	TDP43 rescue	FUS yeast rescue
> COc1ccccc1CNC(=O)Cn1ncc2c(C)n(Cc3ccccc3Cl)c(C)c2c1=O
 : -87.7%[inhibitor]	27.5%	14.3%
> COc1ccc(NC(=O)c2ccco2)cc1NC(=O)c1ccc(OC(C)C)cc1
 : -15.1%	14.1µM*	u
> Cc1ccc(NC(=O)CCn2nc(C)c(S(=O)(=O)N3CCCCC3)c2C)cc1Cl
 : -16.7%	5.3%	34.6%

(next part)
SMILES | PTHR1 agonist | TDP43 rescue | FUS yeast rescue
CC(C)CCNC(=O)CN1C(=O)c2cccnc2Sc2ccccc21 | i | 13.9% | 9.2%
CCOc1ccccc1NC(=O)CSc1nc2c([nH]c3ccccc32)c(=O)n1-c1ccccc1 | i | -5.0% | 21.4%
COc1ccc(-n2nc(C(=O)Nc3cccc(C(F)(F)F)c3)c3c4ccccc4n(C)c3c2=O)cc1 | i | 0.0% | -17.7%
CCOC(=O)c1c(C)[nH]c(C)c1S(=O)(=O)N1CCC(C(=O)Nc2ccc(C)cn2)CC1 | -35.1%[inhibitor] | 17.3% | 10.7%
Cc1ccccc1OCc1nc2c3cnn(-c4cccc(F)c4)c3ncn2n1 | i | 23.5% | 2.7%
CCOCCCNC(=O)c1c[nH]c2ccc(S(=O)(=O)Nc3cccc(Cl)c3C)cc2c1=O | i | u | -27.7%
CCc1ccccc1NC(=O)CCc1c(C)nc2cc(-c3ccccc3)nn2c1C | -26.4% | 9.0% | -28.9%
CCc1ccc(NC(=O)CN(c2ccc(Cl)cc2)S(=O)(=O)c2ccsc2C(=O)OC)cc1 | -12.7% | -17.1% | u
COc1ccc(-c2nc(SCC(=O)Nc3cccc(C(C)=O)c3)n[nH]2)cc1 | i | -11.7% | 13.3%
Cc1ccc(-c2onc(C)c2C)cc1S(=O)(=O)NC1CCCCC1 | -49.6%[inhibitor] | u | 36.6%
Cc1ccc(-n2c(=O)c3c(c4cc(C)ccc4n3C)n(CC(=O)Nc3ccc(F)cc3)c2=O)cc1 | i | -3.3% | 0.5%
CCOC(=O)c1cc(-c2ccc(F)cc2)n(CCC(=O)NC2CCC(C)CC2)c1C (stereo not drawn) | i | 21.9% | u
CCOC(=O)c1c(NC(=O)c2cc(CC)on2)sc(C)c1C | i | 17.3% | 1.8%
COc1ccc(-c2onc(C)c2C)cc1S(=O)(=O)N1CCN(c2ccc(Cl)cc2)CC1 | i | 20.6% | -8.9%
COc1ccc(NC(=O)CSC2=Nc3ccccc3N=C(c3ccc(F)cc3)C2)cc1OC | -21.8% | 25.6% | 12.0%
CCc1ccc(S(=O)(=O)c2cn(C)c3cc(N4CCOCC4)c(F)cc3c2=O)cc1 | i | 11.2% | -22.0%
CCCCN(CC)CCCNC(=O)c1cc2c(=O)oc3ccc(C)cc3c2s1 | i | -13.2% | 5.7%
CCOC(=O)c1cnn(-c2ccc(C(=O)Nc3ccc(C(C)=O)cc3)cc2)c1N | i | 15.9%[9.22 µM] | 8.3%
COc1ccc(CNC(=O)Cc2c(C)c3cc4c(C)coc4c(C)c3oc2=O)cc1OC | i | 14.7% | 18.1%
COC(=O)c1cc2oc3ccccc3c2n1Cc1cccc(C)c1 | -11.6% | 15.4% | -5.9%
Cc1ccc(Cn2ccn(Cc3cccc(C(F)(F)F)c3)c(=O)c2=O)cc1 | 17.3% | -5.0% | -3.3%
Nc1c(C(=O)NCc2ccc(Cl)cc2)sc2nc(-c3ccc(F)cc3)ccc12 | i | -11.3% | 23.9%
Cc1ccc2c(=O)cc(C(=O)Nc3c(C)cccc3C)oc2c1 | i | 48.7% | 8.3%
Cc1ccccc1Cn1cc(S(=O)(=O)c2ccc(Cl)cc2)c(=O)c2cc3c(cc21)OCO3 | -23.3% | 2.0% | -4.8%
COCCn1ccc2c(OCC(=O)Nc3cccc(C(F)(F)F)c3)cccc2c1=O | -2.1% | 14.8% | 3.3%
New compounds follow
SMILES | PTHR1 agonist | TDP43 rescue | FUS yeast rescue
Cc1ccc(-n2ncc(C(=O)N3CCN(Cc4ccccc4)CC3)c2C2CCN(C(=O)OC(C)(C)C)CC2)c(C)c1 | -0.4% | 7.7% | 12.9%
Cc1ccc2c(c1)c1c(c(=O)n(Cc3ccccc3)c(=O)n1Cc1ccccc1F)n2C | -22.1% | 13.7% | 16.1%
CC(C)CCn1c(=O)c2cccnc2n(CC(=O)Nc2ccccc2)c1=O | -31.4%[inhibitor] | -1.9% | 2.3%
Cc1nnc(NC(=O)CSCc2cc(=O)c3ccccc3[nH]2)s1 | 4.9% | 11.5% | -2.3%
O=c1cc(CN2CCN(S(=O)(=O)c3ccccc3)CC2)nc2sc(-c3ccccc3Cl)nn12 | i | 19.0% | 28.4%
Cc1cccn2c(=O)c(/C=C(\C#N)c3nc4ccccc4s3)c(Oc3ccc(F)cc3)nc12 | -21.1% | 8.5% | u
CCn1c(=O)cc(OCC(=O)Nc2cc(Cl)c(OC)cc2OC)c2ccccc21 | -10.7% | 8.8% | -18.7%
Cc1cccc(-n2c(=O)c3c4c(sc3n3c(C)nnc23)CCCC4)c1 | -11.5% | -6.3%[9.22 µM] | -13.9%
O=C(Cn1c(-c2cccs2)cc2ccccc21)NCCCN1CCN(c2ccc(F)cc2)CC1 | -75.8%[inhibitor] | 2.3% | 35.9%
Cc1ccc(Nc2cc(C)c(C#N)c3nc4ccccc4n23)c(C)c1 | -23.9% | u | 10.1%
O=C(c1ccccc1)N1c2ncnn2C2(CCCCC2)[C@@H]2CCCC[C@@H]21 | -29.9% | 35.5µM* | 0.8%
Cc1cc2oc(C(=O)N(Cc3ccc(N(C)C)cc3)CC3CCCO3)c(C)c2cc1Cl (stereo not drawn) | -23.9% | -12.8% | 25.1%
O=S(=O)(NCCc1nnc2ccc(SCc3c(F)cccc3Cl)nn12)c1ccccc1 | -2.2% | 9.2% | 6.6%
Cc1cccc(C(=O)Nc2nc(-c3ccc(Br)cc3)ns2)c1 | i | 10.0% | -3.3%
Cc1ccc(C(=O)c2cn(CC(=O)NC3CCCCC3)c3nc(C)ccc3c2=O)cc1 | i | 11.9% | -18.6%
COc1ccc(NC(=O)C(c2ccc(C)cc2)N(C)C(=O)/C=C\c2ccc3c(c2)OCO3)cc1 (stereo not drawn) | 5.0% | -2.7% | u
CCOC(=O)c1cccc(NC(=O)CC2C(=O)N(c3ccc(F)cc3)C(=O)N2C(C)C)c1 (stereo not drawn) | -19.0% | 8.1% | 18.7%
O=C(COc1ccccc1[N+](=O)[O-])Nc1cccc(-c2nc3ccccc3s2)c1 | i | 16.6% | -3.1%
Cc1cc(C)c(NC(=O)Cn2c(=O)n(CCC(=O)NCc3ccccc3Cl)c(=O)c3sccc32)c(C)c1 | i | 0.0% | 0.3%
CCCCC(=O)Nc1ccc2nc(SCC(=O)N3CCc4ccccc43)sc2c1 | -6.2% | 3.1% | 19.5%
Cc1cc(C)c(Cn2c(=O)n(CCC(=O)NCc3ccc4c(c3)OCO4)c(=O)c3ccccc32)c(C)c1 | i | 0.0% | -4.3%
O=C(NCc1ccc(F)cc1)C(=O)NCC(c1ccc2c(c1)OCO2)N1CCOCC1 (stereo not drawn) | i | 7.3% | -3.4%

Record cards (already shown). Screens in order: PTHR1 agonist, TDP43 rescue, FUS yeast rescue
Entry for `Cc1cccc(-n2c(=O)c3c4c(sc3n3c(C)nnc23)CCCC4)c1` = -11.5%, -6.3%[9.22 µM], -13.9%
Entry for `Cc1nnc(NC(=O)CSCc2cc(=O)c3ccccc3[nH]2)s1` = 4.9%, 11.5%, -2.3%
Entry for `CCCCC(=O)Nc1ccc2nc(SCC(=O)N3CCc4ccccc43)sc2c1` = -6.2%, 3.1%, 19.5%
Entry for `Cc1cc(C)c(NC(=O)Cn2c(=O)n(CCC(=O)NCc3ccccc3Cl)c(=O)c3sccc32)c(C)c1` = i, 0.0%, 0.3%
Entry for `Cc1cc2oc(C(=O)N(Cc3ccc(N(C)C)cc3)CC3CCCO3)c(C)c2cc1Cl` (stereo not drawn) = -23.9%, -12.8%, 25.1%
